Bioassay records (PubChem BioAssay)
NR2E3 ag-1: NR2E3 agonists in two-hybrid cells, primary screen, cell-based, luminescence, CHO-S, Gal4-NCOR/VP16-NR2E3; luciferase; 360,000 compounds, 0.35% hits; inhibition of corepressor binding, % at 3.98 µM; AID 602229, 2012;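 active = inhibition above the mean of all tested compounds plus 3 SD, cut at about 70% in these data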;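 note: 0% = DMSO with NR2E3 transfected cells and 100% = cells lacking NR2E3 construct; higher means lower luciferase signal from less NR2E3 corepressor binding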
Target sequence (Q9Y5X4 whole entry, looked up, the tested form may be a part): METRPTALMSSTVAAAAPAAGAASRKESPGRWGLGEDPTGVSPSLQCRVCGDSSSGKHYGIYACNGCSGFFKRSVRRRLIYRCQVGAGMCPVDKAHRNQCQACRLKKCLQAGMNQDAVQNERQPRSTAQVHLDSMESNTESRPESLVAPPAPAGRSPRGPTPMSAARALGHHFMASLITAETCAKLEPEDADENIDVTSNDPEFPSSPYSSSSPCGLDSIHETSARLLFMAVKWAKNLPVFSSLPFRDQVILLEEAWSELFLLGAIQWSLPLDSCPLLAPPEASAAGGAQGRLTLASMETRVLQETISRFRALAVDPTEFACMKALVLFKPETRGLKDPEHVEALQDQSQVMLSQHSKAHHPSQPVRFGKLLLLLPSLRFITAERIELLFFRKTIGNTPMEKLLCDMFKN
TRPM1 prom inh: inhibitors of MITF-dependent TRPM1 promoter reporter, primary screen, cell-based, SK-MEL-5, single point, luciferase; SK-MEL-5 TRPM1 promoter luciferase, 24 h; inhibition, % at 12.5 µM; 330,000 compounds, 0.83% hits; AID 488899, 2010;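 active = mean inhibition across replicates of 60% or more, whatever share of single replicates reaches that level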; note: values of inactives mirror those of a sister screen read the other way
C8 TRAIL sens: viability loss with TRAIL in NB7+C8 cells, primary screen, TRAIL sensitizer project, cell-based, ATPlite luminescence; inhibition (viability loss, TRAIL sensitization), % at 10 µM; AID 624354, 2012; 360,000 compounds, 1% hits;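 active = compounds causing at least 50% loss of cell viability in the single-dose screen, relative to plate controls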
NR2E3 ag-2: inhibitors of NR2E3-RetCOR corepressor binding, primary screen, NR2E3 agonist project, biochemical, TR-FRET, GST-NR2E3, biotin-RetCOR. inhibition of corepressor binding, % at 4.78 µM. AID 2300, 2010. 1536-well. 320,000 compounds, 0.12% hits;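 active = percent inhibition above the cutoff of mean plus 3 SD of all tested compounds, set per screening campaign, cut at about 20% in these data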;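 note: 0% = DMSO wells and 100% = biotin wells as full block of FRET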
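Test system – NR2E3–RetCOR corepressor complex · Quantity – NR2E3 fusion 1.35 nM · Buffer or medium – Tris pH 7.5 · Incubation – Compound–protein incubation for 5 h at 4 °C · Technique – TR-FRET, Eu(K)-anti-GST donor, streptavidin-D2 acceptor, ex 340, em 617/671 nm · Evaluation – percent inhibition of 671/617 nm emission ratio versus biotin and DMSO controls · Plate – 1536-well format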
hiPSC survival: enhancers of single-cell hiPSC survival, primary screen, ATPlite luminescence; 100% = ROCK inhibitor wells, 0% = DMSO; survival enhancement, % at 20 µM; 360,000 compounds, 0.044% hits; AID 602274, 2012; in the data active = survival enhancement above about 18%;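 note: cells exposed to compounds for 16 hours before the ATP read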
Peg3 promoter: Peg3 promoter-driven luciferase inhibitors, primary screen, cell-based, HeLa, luciferase luminescence | HeLa PEG-Prom luciferase reporter, overnight | inhibition, % at 20 µM | 360,000 compounds, 1.7% hits | AID 588405, 2011;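 active = inhibition of at least 50% at 20 µM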
Shn3 inh set2: reduction of Shn3 3'UTR firefly luciferase signal, primary screen, Schnurri-3 inhibitor project, cell-based, Clone20 osteoblasts, set 2. Clone20 osteoblast Shn3 3'UTR firefly luciferase, 24 h. inhibition, % at 12.5 µM. 360,000 compounds, 0.52% hits;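 active = mean inhibition of at least 75% with every replicate also reaching 75%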;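 note: 0% = median of neutral control wells and 100% = pilot-screen positive control compound; some compounds past the cut are filed as inactive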
KKLEB tox: cytotoxicity in KKLEB CF airway cells, primary screen, cytotoxicity control for CF NF-kB inhibitor project, cell-based, uHTS, fluorescence assay plates; activity change (cytotoxicity), % at 5 µM; 360,000 compounds, 0.36% hits; KKLEB CF airway cells viability, ATPlite luminescence, overnight; active compounds read low; cells stimulated with P. aeruginosa culture filtrate;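 active = corrected activity change at or below -50% at 5 µM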
LMP1 NFkB inh: EBV LMP1-driven NF-kappaB luciferase reporter inhibitors, primary screen, cell-based, luminescence, single point | LMP1-induced NF-kappaB luciferase reporter cells | inhibition, % at 12.5 µM | 350,000 compounds, 0.69% hits | AID 504558, 2011; in the data active = inhibition above about 41%;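 note: 0% = neutral control wells and 100% = reference inhibitor control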
CF NFkB inh: inhibitors of PAF-induced NF-kB signaling, primary screen, cell-based, GFP fluorescence, uHTS. 360,000 compounds, 0.86% hits. KKLEB NF-kB-GFP reporter, GFP fluorescence overnight. inhibition, % at 5 µM;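 active = at least 50% inhibition at 5 µM, scaled per plate between neutral and stimulator controls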;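 note: PAF is a Pseudomonas aeruginosa culture filtrate used as stimulus; plate controls were PAF-stimulated DMSO wells for no effect and unstimulated DMSO wells for full effect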
HIF-2a inh: HIF-2a reporter inhibitors, primary screen, luminescence, 786-0 RCC cells; AID 624352, 2012; inhibition, % at 18.8 µM; 360,000 compounds, 0.72% hits; 786-0 RCC cells HIF-2a reporter, luciferase luminescence, overnight;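 active = inhibition of the luminescence signal of 40% or more relative to plate controls, in a single-dose primary screen at 18.75 µM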
* = called active by the depositor; / = not tested or not shown. A portion of the library. The share of hits here may be higher or lower than overall.

item	Molecule	Shn3 inh set2	HIF-2a inh	hiPSC survival	TRPM1 prom inh	C8 TRAIL sens	KKLEB tox	LMP1 NFkB inh	NR2E3 ag-2	Peg3 promoter	CF NFkB inh	NR2E3 ag-1
1	O=C(c1ccc(COc2ccccc2Br)cc1)N1CCCCC1	-8	-189	-0.1	-46	-8	7	-15	-2	-77	-11	-68
2	COc1cc(/C=C/C(=O)OCC(=O)NC(=O)NC(C)C)cc(S(=O)(=O)N2CCc3ccccc32)c1OC	-1	9	0.6	29	-8	1	0	1	36	1	-3
3	Cn1nccc1C(=O)NC1CCCc2c1cnn2-c1ccc(F)cc1F (configuration not stated)	77	0	-0.4	27	23	16	24	-1	21	-4	107*
4	COc1ccc(C(=O)N2CCN(C(=O)C3CCCO3)CC2)cc1[N+](=O)[O-] (configuration not stated)	-11	-9	-0.2	2	6	-4	-4	/	7	21	-15
5	Cc1cc(Br)c(NC(=O)COC(=O)CC2CC3CCC2C3)c(Br)c1 (configuration not stated)	4	10	0.0	4	-15	-8	-6	/	13	12	-20
6	CC(C)CC1CC(C)(c2csc(NNC(=O)c3ccccc3)n2)OC1=O (configuration not stated)	29	-4	0.6	-3	-1	-42	2	2	6	-3	-9
7	Cc1cc(C(=O)CSc2nnc(-c3ccccc3)n2C)c(C)n1C	9	3	0.0	-7	6	11	5	-2	-15	-5	-11
8	CCOc1ccc(C(=O)NC(=S)Nc2cccnc2)cc1[N+](=O)[O-]	8	-8	1.8	3	0	-5	-5	3	7	3	-14
9	CN(c1ccccc1)S(=O)(=O)c1ccc(C(=O)NCCc2ccccc2)cc1	-4	-61	-0.6	-20	-5	-8	-22	1	-37	14	-39
10	NC(CC(=O)O)c1ccc(F)cc1 (configuration not stated)	-14	18	2.3	5	-7	7	12	4	28	7	-5
11	Cc1cc(C)c2c(n1)nn1c(NCCN3CCOCC3)cc(C)nc21	-16	5	-0.4	20	-3	11	-1	-1	-1	3	-13
12	Cc1cc(Nc2cnc3ccccc3n2)n(-c2ccccc2)n1	-4	-25	-1.6	24	14	-4	2	-2	15	-13	8
13	COC1CCC2(C)C(=CCC3C4CC(O)CC4(C)CCC32)C1 (configuration not stated)	40	-16	-2.0	3	-1	-10	4	/	-4	27	40
14	COc1ccc(Cn2cc(F)c(=O)n(C)c2=O)cc1[N+](=O)[O-]	-7	8	-0.9	2	-14	-10	-4	-4	-1	6	19
15	N#Cc1c(C(F)(F)F)cc(-c2ccco2)nc1SCc1ccccn1	11	3	2.9	-7	-2	-2	9	6	-5	-4	-25
16	O=C(Nc1ccc2nsnc2c1)c1cccs1	-3	-53	5.9	5	-1	0	-13	-2	-33	18	-15
17	O=C1CN(c2ccc(F)cc2)C(=S)N1c1ccccc1	-3	-2	0.1	0	7	10	2	-5	-5	-14	-23
18	COc1ccc(OC)c(Nc2nc(-c3ccncc3)nc3ccccc23)c1	24	10	-0.5	5	9	7	-4	/	11	-24	4
19	O=C(CSc1nnc2ccccn12)NNC(=O)c1ccc(F)cc1	-6	9	2.1	-7	-18	7	0	3	10	-4	1
20	O=C(N/N=C/c1ccncc1)c1nn(Cc2ccccc2)c(=O)c2ccccc12	24	14	-0.9	13	3	-7	6	-1	0	-8	-5
21	Cc1ccc(-n2[nH]c(C)c(C=NC34CN5CN(CN(C5)C3)C4)c2=O)cc1C	-54	-9	-2.2	6	32	-21	-5	-5	-14	-5	-5
22	CCOc1ccc(-c2cc(C(=O)NCC3CCCO3)c3ccccc3n2)cc1 (configuration not stated)	-43	-121	1.4	-20	11	2	3	0	-64	-18	-22
23	CCOC(=O)c1ccc(NC(=O)CSc2nnc(CNC(=O)c3ccccc3F)o2)cc1	-4	6	0.8	19	-2	4	-8	0	6	-8	-16
24	Cc1nn(C)c(C)c1CCC(=O)N1CCCC(Nc2ccc(C(C)C)cc2)C1 (configuration not stated)	-2	1	-0.6	1	0	-9	9	4	1	24	-11
25	CCC(C)(C(=O)NC1CCCC1)N(Cc1cccs1)C(=O)Cc1cccs1 (configuration not stated)	5	2	-1.7	14	13	7	4	0	5	3	-16

Single records, as listed above.
`CC(C)CC1CC(C)(c2csc(NNC(=O)c3ccccc3)n2)OC1=O` (configuration not stated) reads Shn3 inh set2 = 29; HIF-2a inh = -4; hiPSC survival = 0.6; TRPM1 prom inh = -3; C8 TRAIL sens = -1; KKLEB tox = -42; LMP1 NFkB inh = 2; NR2E3 ag-2 = 2; Peg3 promoter = 6; CF NFkB inh = -3; NR2E3 ag-1 = -9
`CCC(C)(C(=O)NC1CCCC1)N(Cc1cccs1)C(=O)Cc1cccs1` (configuration not stated) reads Shn3 inh set2 = 5; HIF-2a inh = 2; hiPSC survival = -1.7; TRPM1 prom inh = 14; C8 TRAIL sens = 13; KKLEB tox = 7; LMP1 NFkB inh = 4; NR2E3 ag-2 = 0; Peg3 promoter = 5; CF NFkB inh = 3; NR2E3 ag-1 = -16

The list goes on.
item	Molecule	Shn3 inh set2	HIF-2a inh	hiPSC survival	TRPM1 prom inh	C8 TRAIL sens	KKLEB tox	LMP1 NFkB inh	NR2E3 ag-2	Peg3 promoter	CF NFkB inh	NR2E3 ag-1
26	O=C(CN1C(=O)NC2(CCCCC2)C1=O)Nc1ccc2[nH]c(=O)[nH]c2c1	-12	9	0.6	-4	-14	-7	-1	5	-8	2	5
27	Cc1ccc(C)c(S(=O)(=O)N2CCN(Cc3ccc(O)c4ncccc34)CC2)c1	91*	18	-2.1	74*	32	-13	19	5	38	-2	-22
28	COc1ccc(CNCc2cc3c(C(C)(C)C)nn(-c4ccccc4)c3[nH]c2=O)cc1	14	-36	-3.1	58	1	-12	-9	4	-22	2	1
29	O=S(=O)(NCc1cn2ccsc2n1)c1ccc2c(c1)OCCO2	21	-1	-0.4	6	-21	-8	6	1	2	-1	0
30	O=C(Nc1cccc(Cl)c1)c1ccc2ncsc2c1	-58	-201	-0.4	-43	-4	0	-24	6	-203	3	-140
31	O=C(c1cc(=O)[nH]c2ccccc12)N(Cc1nnc(-c2ccccc2Cl)o1)C1CC1	-2	9	0.1	0	1	-6	-1	0	-5	5	7
32	Cc1csc(SCC(=O)N2CCN(S(=O)(=O)c3ccccc3)CC2)n1	-6	6	2.8	-9	-17	4	7	1	14	-2	-13
33	O=S(=O)(Cc1cnc(Cl)s1)c1ccccc1	1	10	2.5	-1	-5	4	6	-1	-1	8	-11
34	N#Cc1ccc(OCC(=O)N/N=C2\CCc3ccccc32)cc1	-7	-19	-2.5	16	2	3	-17	0	5	-3	-23
35	NS(=O)(=O)c1ccc(NC(=S)Nc2ccc(S(=O)(=O)N3CCCC3)cc2)cc1	-14	18	-0.5	1	-6	-3	-16	6	-4	18	5
36	O=C(Nc1ccccc1N1CCCCC1)c1ccc(F)c(S(=O)(=O)N2CCOCC2)c1	19	-1	0.1	4	1	-12	3	3	-4	3	7
37	CCCc1ccc(-c2cc(NC(=O)CSc3nnc(N)s3)n(-c3ccccc3)n2)cc1	-56	-255	-3.2	-70	63*	-8	-32	3	-245	-25	-93
38	C=C(c1ccc2nc(NC(=O)OC)[nH]c2c1)c1cccs1	-4	-198	1.2	-11	40	-14	-6	/	-177	62*	-44
39	CCOC(=O)N1CCN(C(=O)c2ccc3c(=O)n(-c4cc(OC)ccc4OC)c(=S)[nH]c3c2)CC1	0	2	-0.5	8	-17	-3	4	-1	12	4	-27
40	O=C(NCCCN1CCOCC1)c1ccc(CSc2ccc(Cl)cc2)cc1	2	-12	-0.6	-6	18	-6	2	2	-14	0	-5
41	[O-][n+]1cccc2cccc(O)c21	-1	1	0.9	9	-18	-5	6	/	3	-3	8
42	O=C1OCCC1Sc1nnc(-c2ccccc2Cl)n1Cc1ccccc1 (configuration not stated)	-27	24	0.4	-3	-9	5	2	2	5	8	-11
43	Cc1ccc(-n2c(SCC(=O)N3CCN(c4ccccn4)CC3)nnc2N2CCCC2)cc1	4	9	-0.6	-8	12	14	-9	0	12	-5	-6
44	CS(=O)(=O)N1CCCC(C(=O)Nc2ccc(F)cc2)C1 (configuration not stated)	-2	16	0.2	-2	-2	13	2	0	20	3	18
45	CN1CCC(C2(O)c3ccccc3CCc3ccccc32)CC1	-14	-36	-1.2	-11	-8	3	3	1	-66	-2	-30
46	O=C(Nc1nc2ccccc2[nH]1)c1cc(F)cc(F)c1	-39	-263	-0.6	-48	41	6	-6	-3	-365	-20	-96
47	O=C(CN1CCCC1)NCc1ccccc1	9	16	-0.4	-2	1	0	-22	-1	-64	-7	0
48	COc1cccc(CC2(CO)CCCN(Cc3ccc(CN4CCCCC4)s3)C2)c1 (configuration not stated)	-12	9	-2.3	5	8	-14	3	0	8	-3	11
49	Cn1c(=O)c2c([nH]c(=O)n2C)n(Cc2ccccc2)c1=O	/	15	2.6	/	-18	2	/	2	9	-4	6
50	S=c1[nH]cc(-c2ccc(Cl)cc2)n1Cc1ccccc1	-3	-181	-0.4	-28	7	10	-13	1	-139	-27	1
